PP5 inh: PP5 phosphatase inhibitors, primary screen, biochemical, fluorescence; Serine/threonine-protein phosphatase 5 (Homo sapiens), P53041; purified PP5c, OMFP substrate fluorescence; inhibition, % at 6.7 µM; actives 0.18% (n = 320,000); AID 1987, 2009;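 active means inhibition above the campaign's mean inhibition across all tested compounds plus 3 SD, cut at about 9.5% in these data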;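 further: 0% = DMSO only and 100% = 100 µM cantharidin control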
Target sequence (P53041 whole entry, looked up): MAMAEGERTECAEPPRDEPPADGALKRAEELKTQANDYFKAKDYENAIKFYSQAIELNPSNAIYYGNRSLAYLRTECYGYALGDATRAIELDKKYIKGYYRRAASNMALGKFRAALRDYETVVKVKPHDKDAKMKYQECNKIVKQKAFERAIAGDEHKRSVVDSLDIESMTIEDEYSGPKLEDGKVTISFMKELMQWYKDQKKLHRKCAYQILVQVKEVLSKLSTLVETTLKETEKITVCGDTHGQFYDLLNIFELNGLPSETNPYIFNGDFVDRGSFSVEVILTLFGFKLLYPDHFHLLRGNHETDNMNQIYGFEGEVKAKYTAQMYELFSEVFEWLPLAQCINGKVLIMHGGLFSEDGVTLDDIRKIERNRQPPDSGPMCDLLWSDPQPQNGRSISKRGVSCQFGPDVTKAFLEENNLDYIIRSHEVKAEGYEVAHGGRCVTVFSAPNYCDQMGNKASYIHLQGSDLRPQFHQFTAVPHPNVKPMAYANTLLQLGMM
Fh CTSL1 inh: Fasciola hepatica cathepsin L1 inhibitors, primary screen, counter-screen for PFM18AAP inhibitor project, biochemical, QFRET, fluorogenic peptide substrate; actives 0.49% (n = 300,000); recombinant F. hepatica cathepsin L1, Z-Leu-Arg-MCA fluorescence; inhibition, % at 5.96 µM;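 active means inhibition above the mean of all tested compounds plus 3 SD, set per screening campaign, cut at about 17% in these data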;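 further: 0% = plate median of test compound wells and 100% = 1 µM Z-Phe-Ala-diazomethylketone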
PP1 inh: PP1-alpha phosphatase inhibitors, primary screen, counter-screen for PP5 inhibitor project, biochemical, fluorescence, OMFP substrate, single point; Serine/threonine-protein phosphatase PP1-alpha catalytic subunit (Homo sapiens), P62136; purified PP1alpha; inhibition, % at 6.7 µM; actives 0.9% (n = 320,000); AID 2235, 2010;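 active means inhibition above the mean inhibition of all tested compounds plus 3 SD, computed separately for each screening campaign, cut at about 15% in these data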
Target sequence (P62136 whole entry, looked up): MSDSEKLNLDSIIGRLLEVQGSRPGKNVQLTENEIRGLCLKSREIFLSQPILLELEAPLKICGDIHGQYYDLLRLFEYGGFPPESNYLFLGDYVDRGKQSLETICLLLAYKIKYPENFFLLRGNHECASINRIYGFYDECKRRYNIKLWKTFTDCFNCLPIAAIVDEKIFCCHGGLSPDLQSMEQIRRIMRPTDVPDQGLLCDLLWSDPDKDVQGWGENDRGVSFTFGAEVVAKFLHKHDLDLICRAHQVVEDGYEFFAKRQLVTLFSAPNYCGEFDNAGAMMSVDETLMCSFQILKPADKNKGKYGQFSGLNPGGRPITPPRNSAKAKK
ZTA counter: counter-screen for EBNA-1 inhibitors: inhibitors of Epstein-Barr virus ZTA. ZTA-DNA binding, fluorescence polarization. actives 0.15% (n = 320,000). inhibition, % at 11 µM; in the data active means inhibition above about 33%
Target sequence (P03206 whole entry, looked up): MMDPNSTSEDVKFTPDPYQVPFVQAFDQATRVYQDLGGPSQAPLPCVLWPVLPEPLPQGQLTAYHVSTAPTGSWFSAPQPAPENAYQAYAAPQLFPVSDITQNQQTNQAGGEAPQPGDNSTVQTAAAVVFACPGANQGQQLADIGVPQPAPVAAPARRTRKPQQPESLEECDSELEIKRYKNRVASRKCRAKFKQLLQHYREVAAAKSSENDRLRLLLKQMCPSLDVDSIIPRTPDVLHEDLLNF
Yeast superoxide: reduction of superoxide in aged yeast, primary screen, HTS. S. cerevisiae aged cells, superoxide DHE fluorescence; hits give low values. superoxide response (% of plate mean), % at 10 µM. actives 0.18% (n = 330,000);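 active means superoxide response under a set limit, about three screen SD below normal, cut at about 65% in these data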;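 further: yeast aged for seven days with compound at 30 °C before DHE staining; 100% = average MFI of all compound-treated wells on the plate with controls excluded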
EBNA-1 inh: EBNA-1 DNA-binding inhibitors, primary screen, biochemical, fluorescence polarization; inhibition, % at 14.8 µM; actives 0.34% (n = 300,000); in the data active means inhibition above about 28%
HCV core dimer: inhibitors of HCV core protein dimerization, primary screen, biochemical, TR-FRET, high-throughput; TR-FRET GST/Flag-core106 dimerization, 1536-well; AID 1899, 2009; inhibition, % at 5 µM; actives 0.33% (n = 300,000);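 active means inhibition above the mean of all tested compounds plus 3 SD, set per screening campaign, cut at about 45% in these data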
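test system = GST/Flag-tagged HCV core106 proteins | probe or stimulus = Eu donor and XL665 acceptor anti-tag antibodies | times = compound-protein-antibody incubation 4 h at 22.5 °C | signal = TR-FRET, excitation 340 nm, emission 617 and 671 nm | measure = percent inhibition of core106 dimerization signal | controls = wells lacking GST-core106 and wells with excess unlabelled core106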
TPT1 inhibitor: Candida albicans TPT1 enzyme inhibitors, primary screen, biochemical, fluorescence polarization; recombinant caTPT1, FP RNA substrate dephosphorylation; inhibition, % at 5 µM; actives 0.81% (n = 300,000); AID 1962, 2009;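 active means inhibition above the mean of all tested compounds plus 3 SD, set per screening campaign, cut at about 24% in these data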;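 further: plate controls were DMSO alone for no effect and ferristatin control at 100 nM for full effect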
JMJD2C inh: inhibitors of GASC-1 histone demethylase, primary screen, biochemical, fluorescence, DELFIA europium; actives 0.069% (n = 330,000); Lysine-specific demethylase 4C (Homo sapiens), Q9H3R0; inhibition, % at 2.35 µM; GST-JMJD2C(1-420) H3K9me3 demethylation;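 active means more than half of a compound's replicate wells show inhibition beyond 50%, single wells judged on their own value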;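 further: signal counts dimethyl H3K9 product captured on neutravidin plate; 0% = median of DMSO wells and 100% = 0.3 times that DMSO median; strong numbers were not always called active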
* hit, by the source's call; i = inactive; . = no result given; & = joins results of further samples.

SMILES | PP5 inh | Fh CTSL1 inh | PP1 inh | ZTA counter | Yeast superoxide | EBNA-1 inh | HCV core dimer | TPT1 inhibitor | JMJD2C inh
CCCOc1ccc2oc(=O)c3c(c2c1)CCCN3C(=O)CN1CCN(c2ncccn2)CC1 | 1.8 | 8 | -2 | 2 | 131 | -8 | 2 | -2 | -6
COc1ccc(N2CCN(C(=O)c3ccc(-c4ccccc4)cc3)CC2)cc1 | -0.1 | 1 | -2 | 11 | 75 | 12 | -2 | 1 | -1
CCCCn1nnc(NC(=O)CCC)n1 | -0.9 | 1 | -5 | 7 | 93 | 8 | 3 | -4 | -2
COc1ccc(Cc2nnc(NC(=O)c3c(-c4ccccc4)noc3C)s2)cc1 | 0.5 | -1 | 3 | -21 | 102 | 4 | 7 | -3 | -4
COc1ccc(S(=O)(=O)N2CC=C(C(=O)NC3CCCC3)CC2)cc1 | 5.0 | 1 | 3 | -14 | 63* | -10 | -1 | 0 | -5
c1nc(NC2CCCCC2)c2[nH]cnc2n1 | 1.1 | -2 | 0 | -6 | 94 | -5 | -15 | -1 | -6
CCC(CC)Nc1ccc(C(CC(N)=O)NC(=O)c2ccccc2)cc1[N+](=O)[O-] (centres undefined) | -0.7 | -8 | -5 | -20 | 109 | 10 | -5 | -2 | -4
CC(C)OC(=O)C1C(=O)CC(C)(O)C(C(=O)OC(C)C)C1c1ccc(F)cc1 (centres undefined) | -0.7 | -1 | -4 | -24 | 86 | -5 | -1 | 1 | -4
COc1ccc(Cc2nnc(SCC(=O)c3ccccc3)o2)cc1 | 0.4 | 0 | 0 | -11 | 119 | 8 | 5 | 0 | -1
COc1ccc(NC2=NCC(=O)N2c2ccccc2)c(OC)c1 | -1.7 | -2 | -4 | -4 | 88 | 3 | 2 | -1 | 9
O=C(O)c1ccccc1COc1ccccc1Cl | -0.2 | 2 | -3 | 0 | 120 | 10 | 0 | 0 | 3
C=CCc1cc(C=O)cc(OC)c1OCc1ccc(C(=O)O)cc1 | 0.2 | 0 | 0 | -6 | 101 | 3 | -3 | -6 | -2
O=C1CCCN1CC(O)CS(=O)(=O)Cc1ccc(Cl)c(Cl)c1 (centres undefined) | 1.8 | -5 | -1 | 4 | 103 | -5 | 2 | -1 | 13
CCCN1CCN(c2ccc([N+](=O)[O-])cc2C#N)CC1 | 0.8 | -5 | 3 | 0 | 109 | -9 | -2 | 1 | 4
CCSc1nnc(NC(NC(C)=O)(C(F)(F)F)C(F)(F)F)s1 | 2.1 | 5 | -2 | -2 | 119 | -6 | -2 | -4 | -5
Cc1ccc(NC(=O)CCN2C(=O)c3ccccc3C2=O)cc1C | -1.1 | -3 | -1 | 4 | 78 | 8 | 1 | -1 | i
Cc1nc(-c2ccccc2O)n(S(=O)(=O)N(C)C)n1 | 1.5 | 7 | -3 | -19 | 102 | 2 | -5 | -4 | 2
O=C(N/N=C/C1=Cc2ccccc2OC1)c1ccncc1 | -1.5 | 2 | -4 | 5 | 103 | -4 | -6 | 5 | 27
CC1CC(=O)Nc2ccccc2N1S(=O)(=O)c1ccccc1 (centres undefined) | 1.4 | 2 | -4 | -7 | 100 | -8 | 5 | 2 | 0
CCOC(=O)c1cnc(SCC(=O)N2CCN(c3ccccc3)CC2)nc1N | 1.0 | -4 | -2 | 5 | 98 | 1 | 0 | -2 | 8
Cc1ccc(-c2nc(C=Nc3ccccc3)c(O)o2)cc1 | 1.2 | 2 | 1 | -8 | 92 | 1 | 1 | 11 | -8
O=C(CCC(=O)Nc1ccccc1)NNC(=O)C(c1ccccc1)c1ccccc1 | 1.3 | -23 | -3 | 2 | 93 | -6 | 0 | -1 | 0
Cc1ccc(NC(=O)C(=O)NCC2CCCO2)cc1C (centres undefined) | 0.8 | -1 | -1 | 3 | 96 | -2 | -1 | 1 | -11
COc1cccc(Oc2nccc(N(C)C)c2C#N)c1 | 1.2 | 1 | 0 | -3 | 105 | 7 | 0 | -10 | 42
Cc1ccccc1CN1C(=O)CSc2ccc(C(=O)N3CCOCC3)cc21 | 2.4 | -2 | -6 | 1 | 109 | -2 | -3 | -1 | 0
Clc1cccc(Cl)c1NC1=NCCN1 | -0.4 | 6 | -2 | -8 | 107 | -8 | -6 | -3 | 0
CCN(CC)CCNC(=O)c1nn(-c2ccc(C)cc2)c(=O)c2c1c1ccccc1n2C | 1.0 | 4 | 0 | -1 | 111 | -4 | 3 | 4 | .
CC(Oc1ccc2ccccc2c1)C(=O)N/N=C/c1cccnc1 (centres undefined) | 2.0 | 3 | 2 | 17 | 97 | -7 | -2 | 2 | -6
COc1ccc2cc(-c3[nH]ncc3CNCCn3nc(C)cc3C)ccc2c1 | 0.7 | 3 | -2 | -3 | 99 | 3 | -2 | 1 | 2
O=C(Nc1ccc(N2CCN(C(=O)c3ccco3)CC2)cc1)c1ccccc1 | 2.7 | -2 | 0 | -1 | 98 | 1 | 0 | 1 | 12
Cc1cc(C)c(NC(=O)COc2ccc(-n3cnnn3)cc2)c(C)c1 | 1.7 | 5 | -9 | -7 | 99 | -2 | 11 | 1 | -6
Cc1ccc(C(=O)Oc2ccc(-c3nccc(-c4ccccn4)n3)cc2)cc1 | 0.7 | -12 | 0 | 1 | 98 | -1 | -1 | -4 | 4
CS(=O)(=O)c1cccc(-c2nnc(NC(=O)c3ccc(S(=O)(=O)N4CCCC4)cc3)o2)c1 | 2.3 | 0 | 1 | 4 | 103 | -1 | 2 | -2 | -5
CCCCc1ccc(NC(=O)CSc2nnc(C)c(=O)n2N)cc1 | 4.8 | 2 | -4 | -2 | 83 | 0 | -21 | -3 | 7
C=CCCC(=O)Nc1nc(C)c(-c2csc(Nc3ccccc3OC)n2)s1 | 4.4 | 0 | 3 | 4 | 95 | -4 | -12 | 6 | -4
COc1ccc(C(=O)Nc2c(N)nc(SCC(=O)Nc3ccc(NC(C)=O)cc3)[nH]c2=O)cc1OC | 2.1 | 1 | -2 | -10 | 102 | -6 | 24 | 0 | -3
O=C(NCc1nc2ccccc2[nH]1)C1=C[C@H](c2ccc3c(c2)OCO3)C[C@H](OCc2ccc(CO)cc2)O1 | 4.3 | 2 | 1 | -11 | 104 | 3 | 14 | 0 | 2
Cc1cccc(NC(=O)Cc2nnc(NC(=O)Nc3ccccc3F)s2)c1 | 0.5 | -1 | 0 | 14 | 110 | 13 | 13 | 0 | 12
CN1CCN(NC(=O)c2ccc(Cl)s2)CC1 | -1.3 | -2 | -4 | -17 | 103 | 3 | 0 | 0 | -3
N#Cc1c(N)nc2c3c(sc(=N)c2c1N)NC(=O)CC3c1ccccc1 (centres undefined) | 1.1 | 11 | 4 | -9 | 92 | -8 | 46 | 14 | -2
CCCCOc1ccccc1N1CCN(CCCN2C(=O)C3CCCN3C2=O)CC1 (centres undefined) | -0.7 | 0 | -5 | 8 | 98 | 5 | 9 | 1 | -7
O=C1CCC(C(=O)N2CCCC2)CN1Cc1cccc(C(F)(F)F)c1 (centres undefined) | 0.7 | -4 | -1 | -5 | 110 | -1 | 12 | 4 | -16
Cc1cc(C(=O)Nc2ccccc2)oc(=O)c1 | -0.2 | 0 | -6 | 1 | 113 | -9 | 1 | 0 | -4
Cc1onc(-c2ccccc2Cl)c1C(=O)NCCN1CCOCC1 | -0.9 | -2 | -4 | 7 | 97 | 8 | -8 | -6 | 6
Cc1cc2cccc(C)c2nc1SCC(=O)NC1CCCCC1 | -0.8 | 0 | -2 | -11 | 94 | -7 | -11 | -1 | 3
COc1ccc(C(NC(=O)c2cccnc2)c2cc(Cl)c3cccnc3c2O)cc1OC (centres undefined) | 1.1 | -2 | 34* | -8 | 103 | 2 | -2 | -48 | -1
Cc1ccc(Oc2c(C)nc(-c3ccccc3)[nH]c2=O)cc1 | -1.3 | 2 | -6 | -3 | 104 | -3 | -1 | -4 | -7
Cc1nc(C)c(C(=O)N2CCCC(C(=O)c3ccc(Cl)cc3C)C2)s1 (centres undefined) | 1.6 | -1 | 1 | -27 | 108 | -7 | 0 | -2 | -11

Record cards (already shown).
`Cc1nc(C)c(C(=O)N2CCCC(C(=O)c3ccc(Cl)cc3C)C2)s1` (centres undefined) is listed as PP5 inh: 1.6; Fh CTSL1 inh: -1; PP1 inh: 1; ZTA counter: -27; Yeast superoxide: 108; EBNA-1 inh: -7; HCV core dimer: 0; TPT1 inhibitor: -2; JMJD2C inh: -11
`COc1ccc(C(NC(=O)c2cccnc2)c2cc(Cl)c3cccnc3c2O)cc1OC` (centres undefined) is listed as PP5 inh: 1.1; Fh CTSL1 inh: -2; PP1 inh: 34*; ZTA counter: -8; Yeast superoxide: 103; EBNA-1 inh: 2; HCV core dimer: -2; TPT1 inhibitor: -48; JMJD2C inh: -1

The results go on:
SMILES | PP5 inh | Fh CTSL1 inh | PP1 inh | ZTA counter | Yeast superoxide | EBNA-1 inh | HCV core dimer | TPT1 inhibitor | JMJD2C inh
Cc1ccc(C(=O)COC(=O)c2cc(Cl)ccc2O)cc1[N+](=O)[O-] | -2.0 | 2 | -1 | 2 | 101 | 21 | 12 | 1 | 11
CCc1nnc(NC(=O)c2ccc(S(=O)(=O)N(CC)Cc3ccccc3)cc2)o1 | -3.6 | 12 | 36* | -21 | 100 | 1 | 14 | -5 | -1
CC(=O)Nc1c(C)ccc2nsnc12 | 1.3 | -2 | -3 | -6 | 95 | -4 | -6 | 3 | -3
COc1ccc(S(=O)(=O)NCCSCc2ccco2)cc1OC | 2.1 | -4 | -4 | 6 | 117 | -7 | 20 | 7 | 0
COc1cc(NC(=O)Nc2ccc3c(c2)OCO3)cc(OC)c1OC | -1.4 | 2 | -5 | -2 | 102 | 1 | 1 | 0 | -2
N=c1ccn(Cc2ccc([N+](=O)[O-])cc2)cc1 | 2.1 | 3 | -4 | -15 | 108 | 6 | -4 | 1 | -5
Cc1ccc(C(=O)NCC(=O)NCCSc2ccc(Br)cc2)cc1 | 0.4 | -2 | -4 | 3 | 100 | 22 | -1 | 0 | 14
O=C(NCc1ccc(Cl)cc1Cl)c1ccccn1 | -0.9 | 0 | 3 | 8 | 131 | 3 | 4 | -1 | 2
CC(=O)NC1=NN(C(C)=O)C(C)(c2ccco2)S1 (centres undefined) | 2.4 | -3 | -4 | -4 | 92 | -9 | 6 | -1 | -21
O=C(Nc1ccccc1)N1CCC(c2nc(-c3ccc(S(=O)(=O)N4CCOCC4)cc3)no2)CC1 | 2.6 | 1 | -3 | 6 | 99 | -4 | 2 | 0 | -8&15
CCN(C(=O)COC(=O)c1ccc(Cl)c(N)c1)C1CCS(=O)(=O)C1 (centres undefined) | 0.8 | -3 | 0 | -11 | 102 | -13 | -1 | -5 | -46
Cc1ccc(OC(C)C(=O)N(Cc2cccs2)C2CCS(=O)(=O)C2)cc1C (centres undefined) | 0.1 | -5 | 3 | -1 | 99 | -8 | 0 | -4 | -3
Cc1ccc(N2C(=O)C(NC(=O)c3ccccc3F)(C(F)(F)F)C3=C2CC(C)(C)CC3=O)cc1 (centres undefined) | 1.1 | 5 | -2 | 0 | 101 | -4 | 1 | 2 | -3
